PPC-1+TRAIL kill: PPC-1 cancer cell killing with TRAIL present; PPC-1 cells + TRAIL, ATPLite viability luminescence; cell killing (% activity), % at 4 µM; hit rate 0.41% among 220,000; AID 1443;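 active means cell killing above 50% in the first pass at 4 µM, then a duplicate retest at 5 µM averaging 50% or more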;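 further: plate controls were cells with TRAIL plus DMSO for no effect and medium-only wells lacking cells for full effect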
RBBP9 inh: blocks human serine hydrolase RBBP9; hit rate 0.2% among 220,000; recombinant RBBP9, FP-Rh probe fluorescence polarization; inhibition, % at 7.94 µM; O75884;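 active means inhibition above the campaign mean of all tested compounds plus 3 SD, cut at about 14% in these data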;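 further: plate controls were DMSO wells with RBBP9 for no effect and wells lacking RBBP9 protein for full effect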
Target sequence (O75884 whole entry, looked up): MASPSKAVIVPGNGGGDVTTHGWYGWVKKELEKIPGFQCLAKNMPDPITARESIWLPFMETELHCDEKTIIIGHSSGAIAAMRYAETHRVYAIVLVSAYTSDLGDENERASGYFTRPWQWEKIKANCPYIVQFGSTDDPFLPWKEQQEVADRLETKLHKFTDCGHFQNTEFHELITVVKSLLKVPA
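Assay system: recombinant human RBBP9; Reagent: Serine-hydrolase probe FP-Rh, 375 nM pre-mixing; Doses: 7.94 µM single dose, 0.794% DMSO; Incubation: 30 min then 45 min, 25 °C; Detection: fluorescence polarization (mP), excitation 525 nm, emission 598 nm; Evaluation: percent inhibition from mP, scaled between DMSO and no-protein wells.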
Wee1 stabilizer: human Wee1 degradation inhibition, primary screen. P30291. HeLa Luc-Wee1K328M stability, luciferase luminescence; 100% = proteasome inhibitor MG132 effect. reporter increase, % at 5 µM. hit rate 1.2% among 220,000. AID 1321;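 active means activation above the mean of all tested compounds plus 3 SD, set per screening run, cut at about 8.8% in these data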;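 further: cells exposed to compound for 20 h before luminescence read; 0% = DMSO alone and 100% = MG132 at 30 µM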
Target sequence (P30291 whole entry K328M): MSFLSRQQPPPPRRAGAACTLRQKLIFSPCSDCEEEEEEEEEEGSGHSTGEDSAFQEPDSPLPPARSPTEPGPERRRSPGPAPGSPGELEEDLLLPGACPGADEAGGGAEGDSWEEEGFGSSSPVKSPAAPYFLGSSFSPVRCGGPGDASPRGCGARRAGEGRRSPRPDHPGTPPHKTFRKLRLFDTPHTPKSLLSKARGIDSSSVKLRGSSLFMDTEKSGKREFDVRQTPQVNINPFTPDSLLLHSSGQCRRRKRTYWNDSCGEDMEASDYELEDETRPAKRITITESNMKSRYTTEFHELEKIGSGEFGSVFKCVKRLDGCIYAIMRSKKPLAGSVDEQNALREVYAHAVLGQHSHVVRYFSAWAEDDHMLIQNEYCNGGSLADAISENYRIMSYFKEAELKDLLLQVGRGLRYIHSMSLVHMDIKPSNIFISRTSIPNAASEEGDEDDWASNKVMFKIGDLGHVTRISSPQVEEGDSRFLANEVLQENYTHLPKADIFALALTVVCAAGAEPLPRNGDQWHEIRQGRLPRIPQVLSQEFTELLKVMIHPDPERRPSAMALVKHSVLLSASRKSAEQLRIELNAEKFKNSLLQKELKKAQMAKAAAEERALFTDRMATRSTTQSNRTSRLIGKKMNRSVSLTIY
CHOP inhibitor: CHOP inhibition in unfolded protein response; CHO-K1 CHOP-promoter luciferase, tunicamycin-induced, 15-18 h; hit rate 3.8% among 220,000; inhibition, % at 10 µM;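 active means compounds that reduced the stress-induced luciferase reporter signal by more than about 70% of percent inhibition, limit read from the data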;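 further: 0% = tunicamycin plus vehicle and 100% = wells without tunicamycin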
BaF3 parental: parental Ba/F3 viability inhibition as JAK2V617F counter-screen | AID 1486 | inhibition, % at 5.6 µM | CellTiter-Glo ATP luminescence | hit rate 1.1% among 220,000;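 active means inhibition above a per-campaign cutoff, the mean inhibition of all tested compounds plus 3 SD, cut at about 27% in these data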;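 further: 0% = DMSO wells and 100% = JAK Inhibitor I control wells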
zfTRPN1 agonist: agonists of zebrafish TRPN1 channel. HEK293 zebrafish TRPN1-YFP, Fluo-8 calcium fluorescence; 100% = response to 87 µM carbachol. activation, % at 3 µM. hit rate 0.18% among 220,000;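 active means activation above its plate's cutoff, the mean activation of test wells on that plate plus 3 SD, cut at about 19% in these data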;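 further: 0% = DMSO alone and 100% = 87 µM carbachol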
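System: zebrafish TRPN1-YFP in HEK293 cells / Dosing: 3 µM single point / Timing: dye loading 1 h at 37 °C, then 30 min room temperature / Signal: Fluo-8 calcium fluorescence, excitation 470-495 nm, emission 515-575 nm / Read-out basis: percent activation from peak over basal fluorescence ratio, control-normalized / Control set: high carbachol 87 µM, low DMSO alone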
TNF necrop inh: TNF-alpha cell death inhibition in Jurkat FADD-/- cells; hit rate 0.068% among 220,000; activation (protection from cell death), % at 10 µM; Jurkat FADD-/- TNF necroptosis rescue, ATP luminescence, 24 h; 0 = TNF only, 100 = no-TNF cells;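 active means activation, meaning protection from cell death, of at least 50% relative to plate controls; inactive means activation below 50%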;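 further: necroptosis triggered by 40 ng/mL TNF-alpha added together with compound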
TRPML3 ag: activates the human TRPML3 channel; Q8TDD5; HEK293 TRPML3-YFP, Fluo-8 calcium fluorescence; 100% = the carbachol control signal; activation, % at 3 µM; hit rate 0.29% among 220,000; AID 1448;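 active means activation above its plate's cutoff, the mean activation of the plate's test wells plus 3 SD, cut at about 12% in these data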;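 further: 0% = DMSO only wells and 100% = carbachol wells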
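Test system: HEK293 cells stably carrying human TRPML3-YFP; Doses: single dose, 3 µM final nominal compound, 0.3% DMSO final; Schedule: dye loading 1 h 37 °C then 30 min ambient, 125 s read; Technique: Fluo-8 calcium fluorescence; Benchmarks: high control carbachol 87 µM, low control DMSO.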
Ba/F3 V617F tox: lowers viability of Ba/F3 cells expressing EpoR and JAK2V617F. ATP luminescence. inhibition, % at 5.6 µM. hit rate 1.1% among 220,000. AID 1446;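 active means inhibition above the campaign mean plus 3 SD over all tested compounds, cut at about 24% in these data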;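 further: cytokine-independent growth of Ba/F3 cells driven by EpoR plus mutant JAK2; 0% = DMSO-treated cells and 100% = JAK inhibitor I control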
Numbers without * were called inactive; . = no result given; [ ] = another dose, or the depositor's remark. Not a hit list; overall some 6.8% were active at least once.

Values run as follows: zfTRPN1 agonist	TNF necrop inh	PPC-1+TRAIL kill	Wee1 stabilizer	TRPML3 ag	CHOP inhibitor	Ba/F3 V617F tox	RBBP9 inh	BaF3 parental
> CC1=C(C(=O)NCc2ccc3c(c2)OCO3)C2(CCC(C)CC2)OC1=O (centres undefined)
 : -0.1	0.8	-2	3	0.6	9	-2	-3	-2
> Cc1cc(C)c(C#N)c(N2CCOCC2)n1
 : 0.3	-1.4	1	6	-0.6	21	1	2	5
> Cc1ccsc1/C=C1/SC(=O)N(CC(=O)N2CCOCC2)C1=O
 : -0.4	-2.6	10	0	0.5	-4	-3	0	2
> COc1cc(N2CCCC2)ccc1[N+](=O)[O-]
 : 0.2	0.9	0	1	0.6	-7	-3	-7	3
> C=CCCCCCCCCC(=O)NNC1CC(=O)N(c2ccccc2)C1=O (centres undefined)
 : -0.4	-1.1	17	-1	0.7	-5	0	-9	-2
> Cc1nc(-c2coc3cc(O)c(C)cc3c2=O)cs1
 : 0.4	-3.9	12	1	0.8	6	8	8	11
> CCOC(=O)C1CCN(C(=O)COC(=O)CCOc2ccc(C)cc2)CC1
 : 1.3	-4.1	20	1	-0.2	4	1	-2	5
> CCOC(=O)c1cc(-c2cccnc2)nn1-c1ccccn1
 : 0.1	-3.1	11	1	0.6	15	1	-1	0
> CC(=O)c1ccc(NC(=O)CSCCO)cc1
 : -0.3	-0.6	15	2	0.5	37	-5	-4	-1
> Cc1ccc(CN2C(=O)c3ccccc3C2C(=O)NCC2CCCO2)cc1 (centres undefined)
 : -0.8	0.5	10	6	0.8	-23	-5	-4	0
> Cc1ccc(-n2c(-c3ccc(Br)cc3)c[n+]3c2CCc2ccc4cccnc4c2-3)cc1
 : 3.7	-10	48[5 µM]	-4	1.0	.	97*	1	91*
> CCc1ccc(NC(=S)Nc2cc(C(=O)O)ccc2N2CC3CC(C2)c2cccc(=O)n2C3)cc1 (centres undefined)
 : 1.9	0.0	12	2	0.8	6	1	6	3
> COc1ccc2c(c1)nc(NCCO)n2C
 : 1.8	0.2	23	-1	1.2	16	-2	-5	5
> S=C(NC1CCCC1)N1CCOCC1
 : -0.7	0.1	4	0	0.9	12	1	-1	11
> Cc1ccc2c(c1)nnn2C1CCN(S(=O)(=O)c2ccc(C(=O)N(C)C3CCCCC3)cc2)CC1
 : 1.3	-7.5	13	-3	0.8	58	-5	-2	4
> c1ccc(Nc2nc(N3CCCC3)nc(N3CCCC3)n2)cc1
 : -1.5	-0.7	-27	0	-0.6	58	2	-10	7
> O=C(Nc1cccc([N+](=O)[O-])c1)c1ccc(N2CCCC2=O)cc1
 : 0.1	-0.1	14	-2	1.1	-3	2	-10	12
> CCn1c(O)c(C2=c3ccccc3=NC2=O)c2cc(Br)ccc21
 : 1.3	-3.5	23	5	0.6	23	7	-9	5
> CCOc1ccccc1-c1cc(-c2n[nH]c(=S)n2CC)c2ccccc2n1
 : -1.3	-0.2	-16	4	-0.5	1	1	-12	5
> O=C1C(NS(=O)(=O)c2cccs2)=C(N2CCOCC2)C(=O)c2ccccc21
 : 0.6	-4.7	16	0	-0.2	-4	4	-11	3
> CN(C)c1ccc(NS(=O)(=O)c2cccc(Cl)c2)cc1
 : -0.8	0.5	1	3	-0.6	-4	0	-4	4
> CCOC(=O)Cn1c(-c2cccnc2Cl)nc2ccccc21
 : 0.8	-3.1	22	-1	-0.3	-1	2	-3	-2
> CCOC(=O)C(C)Oc1ccc(NC(=O)C(Cl)(Cl)Cl)cc1 (centres undefined)
 : -0.5	0.6	24	-3	0.5	8	-1	-6	1
> CC(C)c1ccc(N(CC(=O)NCCSCc2ccco2)S(C)(=O)=O)cc1
 : -0.5	0.1	14	0	0.7	12	2	-6	4
> O=C(NC(=S)Nc1ccc(S(=O)(=O)Nc2nccs2)cc1)c1ccc(F)c(F)c1
 : 0.4	1.9	17	2	-0.1	20	-2	-7	4
> Cc1cccc2nc3ccccc3nc12
 : -0.3	-1.6	-12	-1	1.3	0	0	-3	4
> CCOC(=O)N1CCN(C(=O)C(NC(=O)C2CCC(C)CC2)C(C)C)CC1 (centres undefined)
 : -1.5	0.2	-12	2	0.0	-5	2	-1	0
> Cc1noc(C)c1C(=O)OCC(=O)Nc1cccc(S(=O)(=O)N(C)C)c1
 : 0.8	0.3	8	-1	0.6	20	1	-9	5
> COC(=O)c1cccc(NS(=O)(=O)c2ccc(OC)cc2)c1C
 : 0.7	-5.5	13	4	-0.2	12	1	5	7
> CC(C)COC(=O)n1c(SCC(N)=O)nc2ccccc21
 : -0.6	0.2	25	-1	0.0	12	-4	1	2
> Cc1nc(-c2nnc(-c3ccccc3)o2)c(C(F)(F)F)o1
 : 1.1	-1.1	15	-2	-0.3	-14	3	-3	1
> Cc1nc2ccccn2c1/C(O)=C1\C(=O)C(=O)N(CCN(C)C)C1c1cccnc1 (centres undefined)
 : 0.3	-3.5	-7	-1	-0.1	-12	1	-10	2
> COc1ccc(N(CC(=O)N2CCc3ccccc3C2)S(=O)(=O)c2ccccc2)cc1
 : -1.4	1.2	24	1	-0.3	-22	3	0	4
> Cc1cc(C)n(-c2nc(Nc3ccccc3C(F)(F)F)nc(-n3nc(C)cc3C)n2)n1
 : -0.1	-0.6	17	-1	-0.5	105*	-2	-5	5
> CCOc1ccc(CCNC(=O)c2ccc(C)c(N3CCCC3=O)c2)cc1OCC
 : -0.3	1.3	16	1	0.3	-18	-5	-8	1
> CC(C)N1CCC(N2CCN(Cc3cccnc3)CC2CCO)CC1 (centres undefined)
 : 1.6	-1.6	1	-1	1.1	1	-2	-3	0
> O=C(Cn1cccc1C(=O)c1ccccc1)NCc1cccs1
 : -0.2	-0.3	14	1	-0.2	37	2	-5	7
> Cc1ccc(C)c(NC(=O)c2c(Cl)nc3ccccn23)c1
 : -1.9	-0.4	-16	-4	0.8	14	-1	-11	6
> CNc1nnc(-c2ccncc2)s1
 : -0.7	-3.4	6	2	-0.2	13	-3	-3	5
> CCC1=NNC(=O)C(CC(=O)Nc2ccccc2)c2cc(OC)c(OC)cc21 (centres undefined)
 : 0.9	-0.4	-29	0	0.9	11	2	-4	5
> CN(C)S(=O)(=O)N1CCCC(C(=O)c2ccc(-c3ccccc3)c(F)c2)C1 (centres undefined)
 : 1.4	1.0	18	8	0.7	27	-4	-4	2
> O=C(Nc1nc(-c2ccccc2)nc2ccccc12)c1ccc(F)cc1
 : -1.6	0.1	-12	0	-0.3	-42	-2	6	7
> C=CCNC(=S)NN(c1ccccc1)c1ccccc1
 : -2.0	-0.9	3	0	-0.8	2	1	-4	7
> Cc1c(C(=O)NCCSCc2ccccc2)cccc1[N+](=O)[O-]
 : -0.9	1.8	5	-2	0.4	13	1	-1	1
> O=C1c2cccc3c(N4CCCCC4)ccc(c23)C(=O)N1c1ccc(Cl)cn1
 : 5.8	-1.3	.	0	6.2	.	0	-5	9
> Cn1c(=O)n(Cc2ccccc2)c(=O)c2c1nc1n2CCN1Cc1ccco1
 : 0.2	0.0	6	-2	0.8	11	3	-6	8
> Cn1cccc1Cc1nnc(SCC(=O)N2CCOCC2)n1CCc1ccccc1
 : -0.3	0.7	14	-1	0.4	11	-1	0	5
> O=C(N/N=C/c1ccc([N+](=O)[O-])cc1)c1ccc2nc[nH]c2c1
 : 0.0	-3.7	13	-2	0.2	12	-5	-2	2
> CCOC(=O)c1cc2c(=O)n3cccc(C)c3nc2n(CCOC)c1=NC(=O)c1ccncc1
 : 0.4	-0.6	.	6	-0.2	.	0	-2	3
> Cc1ccccc1Nc1n[nH]c(C)c1[N+](=O)[O-]
 : -0.2	2.0	-9	1	1.1	17	-4	-5	3
> Cc1c(C(=O)OCC(=O)N(CCC#N)c2ccccc2)oc2c1ccc1ccccc12
 : -0.1	0.2	21	-3	0.3	32	-1	2	5
> O=C(Nc1ccc(Cl)cc1C(=O)Nc1ccccn1)c1ccco1
 : 1.3	-2.3	15	1	-1.1	55	-2	-9	4
> O=C(O)c1cc(S(=O)(=O)Nc2ccc3oc(=O)sc3c2)ccc1O
 : 2.6	0.3	9	0	1.0	27	1	10	2
> CC1CCCCC12NC(=O)N(CC(=O)Nc1ccc(N3CCOCC3)cc1)C2=O (centres undefined)
 : 0.5	0.9	18	3	0.3	-18	-4	1	0
> COc1ccc(/C=C/C(=O)N2CCNC(=O)C2)c(OC)c1
 : 0.3	0.0	14	-3	0.3	-19	-6	-2	-3
> Nc1nnn(CC(=O)N/N=C/c2cccc(Cl)c2)n1
 : 0.7	0.4	9	-2	0.5	-6	3	-1	1
> CCOC(=O)N/N=C/c1ccc(OCCSc2ccc(Cl)cc2)c(OCC)c1
 : -0.8	2.4	18	4	0.6	47	-4	-6	0
> COc1cc(/C=N/Nc2nc3ccccc3[nH]2)cc(OC)c1O
 : -1.6	16	9	-3	0.4	3	0	11	5
> CC(=O)c1ccc(NC(=S)NC(=O)CC(C)C)cc1
 : 0.1	3.0	-7	7	0.6	-20	2	2	8
> COC(=O)C(NC(=O)c1c(C)nn(C)c1Cl)c1ccccc1 (centres undefined)
 : -0.8	2.4	5	-2	0.9	-8	-2	2	-1

The listing continues:
Values run as follows: zfTRPN1 agonist	TNF necrop inh	PPC-1+TRAIL kill	Wee1 stabilizer	TRPML3 ag	CHOP inhibitor	Ba/F3 V617F tox	RBBP9 inh	BaF3 parental
> COc1ccccc1C(=O)N/C(=C/c1ccc(Br)cc1)C(=O)NCCO
 : 0.4	-4.6	15	2	-0.4	5	-3	-9	5
> Cc1ccc(S(=O)(=O)N2CCC(=O)N(C(COCc3ccc(Cl)c(Cl)c3)Cc3ccccc3)CC2)cc1 (centres undefined)
 : -1.1	2.0	3	4	0.2	25	-1	-8	0
> Fc1cccc2sc(Nc3nc4ccccc4s3)nc12
 : 0.5	3.2	24	1	1.0	85*	-2	-7	3
> COc1ccc(Cl)cc1C(=O)Nc1ccc(S(N)(=O)=O)cc1
 : 2.0	5.4	5	4	0.7	7	-1	4	1
> Cc1ccc(C2NCCS2)cc1 (centres undefined)
 : 0.4	0.4	3	0	0.6	-11	-1	1	1
> CCOc1ccc2nc(NCCCO)[nH]c2c1
 : 0.1	1.3	-9	4	0.6	11	3	-10	3
> Cc1[nH][nH]c(=O)c1C(c1ccc(O)c([N+](=O)[O-])c1)c1c(C)[nH][nH]c1=O
 : 0.5	-1.4	9	-1	0.2	7	4	0	4
> CCc1nnc(N2C(=O)c3cccc4cccc(c34)C2=O)s1
 : -0.6	-0.9	11	-1	-0.2	-7	-1	-9	6
> Cc1oc(-c2ccccc2)nc1CS(=O)CC(=O)O (centres undefined)
 : 1.9	0.7	2	-1	0.4	9	-4	0	1

High-throughput results (PubChem)
